Screening results: PubChem, National Center for Advancing Translational Sciences (NCATS)
Tb PYK inh = T. brucei pyruvate kinase inhibition; Q57TT1; TbPYK enzyme, Kinase-Glo Plus ATP luminescence, 45 min; Potency, µM (doses to about 76.8 µM), inactives show at the top dose activity, negative = inhibition, hits mostly inhibitors; actives 0.12% (n = 410,000); also: potency is read from the fitted curve at half-maximal effect; % is scaled to controls: 0 for no effect and ±100 for the full control effect; nearly all actives have a fitted effect of over 50% in size
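Readout: single end-point luminescence (Kinase-Glo Plus, 10 min). Reaction conditions were TbPYK/substrate plus 130 uM ADP, 45 min at RT, pH 7.2 TEA buffer. No-enzyme wells served as controls, and data were normalized before concentration-response fitting.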
Shiga toxin inh = inhibitors of Shiga toxin in Vero cells; Vero cells, Shiga toxin protein synthesis inhibition reporter; inhibition, % at 38.7 µM; actives 9.2% (n = 290,000); AID 2315; in the data active = inhibition mostly above about 28%, no sharp cut-off; inactive = mostly below about 43%; also: 0% is about no effect
CHX counter = counter-screen hit for Shiga toxin inhibitors, cycloheximide | cell reporter, cycloheximide protein synthesis inhibition counterscreen | max response, % | actives 12% (n = 300,000); in the data active = max response mostly above about 13%, no sharp cut-off; inactive = mostly below about 14%; also: read at 38.3 µM for the half of the compounds with a filed dose; 0% is about no effect
HCV inh = blocks hepatitis C virus | actives 3.4% (n = 340,000) | Huh7.5.1 HCVcc-Cre infection, luciferase reporter, 44 h | Potency, µM (highest dose often 41.8 µM), inactives show top-dose activity change, negative = inhibition, actives largely listed as inhibitors; also: potency is read from the fitted curve at half-maximal effect; % is scaled to controls: 0 for no effect and ±100 for the full control effect
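Seed cells (1,000/well) for 4 h; treat with compound and infect with HCVcc-Cre, moi about 0.5. Incubate 44 h, then detect luciferase activity.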
Pf growth 96h = P. falciparum growth inhibition at 96 hour, primary screen for plastid delayed-death inhibitors | P. falciparum luciferase reporter growth, 96 h | Potency, µM (series often up to 28.7 µM), without a hit: top-dose activity change, negative = inhibition, most hits filed as inhibitors | actives 6.9% (n = 320,000) | AID 504834; also: potency is read from the fitted curve at half-maximal effect; % is scaled to controls: 0 for no effect and ±100 for the full control effect
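Readout is luminescence from an integrated firefly luciferase in P. falciparum. Red cells, 2% hematocrit and 0.05% parasitemia final, were cultured with compound through two parasite generations (96 hours) at 37 C, 5% CO2.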
LmPK inh = blocks Leishmania mexicana pyruvate kinase activity; Q27686; purified LmPK, Kinase-Glo ATP luminescence, 1 h; Potency, µM (doses to about 57.5 µM), for inactives: at the highest dose activity change, negative = inhibition, usual class: inhibitors; actives 0.37% (n = 290,000); AID 1721; also: potency is read from the fitted curve at half-maximal effect; % is scaled to controls: 0 for no effect and ±100 for the full control effect
Target sequence (Q27686 whole entry, looked up): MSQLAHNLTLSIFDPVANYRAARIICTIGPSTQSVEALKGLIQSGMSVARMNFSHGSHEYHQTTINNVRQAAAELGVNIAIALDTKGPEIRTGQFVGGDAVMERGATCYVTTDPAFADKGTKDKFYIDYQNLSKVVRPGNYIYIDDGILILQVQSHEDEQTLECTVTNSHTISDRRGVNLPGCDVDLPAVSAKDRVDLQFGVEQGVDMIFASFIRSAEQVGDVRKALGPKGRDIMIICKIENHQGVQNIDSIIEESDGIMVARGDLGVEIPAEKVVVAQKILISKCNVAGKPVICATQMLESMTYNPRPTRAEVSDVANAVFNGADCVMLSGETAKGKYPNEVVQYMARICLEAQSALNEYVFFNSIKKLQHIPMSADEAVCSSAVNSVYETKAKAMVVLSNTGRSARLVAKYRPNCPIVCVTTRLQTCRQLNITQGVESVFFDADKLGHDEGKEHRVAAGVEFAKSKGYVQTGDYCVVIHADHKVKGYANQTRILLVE
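Purified LmPK (0.1 nM) with 0.5 mM PEP and 0.1 mM ADP in imidazole buffer pH 7.2 with MgCl2/KCl, 1 h at room temperature. ATP formed was read by luciferase luminescence and normalized to no-enzyme and uninhibited controls.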
Pf growth 48h = P. falciparum growth inhibition at 48 hours (one generation). Potency, µM (titrated, usually from 28.7 µM), without a hit: at the top dose activity change, negative = inhibition, usual class: inhibitors. actives 5.9% (n = 310,000). AID 504832. P. falciparum luciferase growth in erythrocytes, 48 h; also: potency is read from the fitted curve at half-maximal effect; % is scaled to controls: 0 for no effect and ±100 for the full control effect
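Here the parasites carry a stable luciferase gene and grow inside erythrocytes in Albumax-based RPMI medium with compound for one erythrocytic cycle. Activity is scored as loss of luminescent signal.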
* marks the source's active call; other numbers are inactive results; ? = inconclusive; . = no result given; & = joins results of further samples; [ ] = another dose, or the depositor's remark. Unless noted, calls follow the shape of the dose curve; as a rule, active = well fitted curve in the direction sought with a large enough effect; inconclusive = small, poorly fitted or top-dose-only effect, or another doubt; inactive = no such curve, though single readings can be large; an effect the other way counts as inactive or inconclusive.

Assay codes: A = Tb PYK inh; B = Shiga toxin inh; C = CHX counter; D = HCV inh; E = Pf growth 96h; F = LmPK inh; G = Pf growth 48h
Structure: O=C(COc1ccc2oc(-c3ccccc3)cc(=O)c2c1)NCc1ccco1
  A: -22% | B: 58 | C: 25* | D: ? | E: 11% | F: 0% | G: 3%
Structure: CCC(C)NC(=O)CC1Oc2ccc(C)cc2NC1=O (stereo unspecified)
  A: -7% | B: -10 | C: -3 | D: 7% | E: 15% | F: -1% | G: 21%
Structure: CCC(CC)c1nnc(NC(=O)C23CC4CC(CC(NC(C)=O)(C4)C2)C3)s1
  A: 0% | B: -8 | C: -4 | D: 14% | E: ? | F: -5% | G: ?
Structure: COc1ccc(N2Cc3ccccc3/C2=N\C(=O)Nc2ccccc2)cc1
  A: 2% | B: 57 | C: 23* | D: ? | E: 9% | F: 3% | G: 8%
Structure: CSc1cccc(NC(=O)CN(c2ccccc2)S(=O)(=O)N(C)C)c1
  A: 5%&3% | B: -12 | C: 3 | D: -6% | E: 30%[activator] | F: -2% | G: 3%
Structure: c1ccc(-c2cc(-c3nn4c(-c5ccco5)nnc4s3)c3ccccc3n2)cc1
  A: -22% | B: -5 | C: -1 | D: ? | E: . | F: 4% | G: 3.7µM*
Structure: COc1ccc(C(CNC(=O)COc2ccc(-c3ccccc3)cc2)N2CCOCC2)cc1 (stereo unspecified)
  A: 5% | B: 3 | C: 8 | D: ? | E: ? | F: 7% | G: ?
Structure: O=C(CSc1nnc(SCc2ccc(Cl)cc2)s1)N/N=C/c1ccc(C(=O)O)cc1
  A: -1% | B: 17 | C: 2 | D: 10% | E: 46%[activator] | F: 0% | G: 83%[activator]
Structure: O=C(NC1CCCc2ccccc21)C1CCN(S(=O)(=O)c2cccc(C(F)(F)F)c2)CC1 (stereo unspecified)
  A: 3% | B: -7 | C: -4 | D: 16% | E: ? | F: -1% | G: 5%
Structure: CSc1nnc(OC(=O)N(C)C)n1-c1ccc(Cl)cc1
  A: 3% | B: -6 | C: 0 | D: 9% | E: ? | F: 0% | G: ?
Structure: CN(C)c1ccnc2sc(C(=O)NCc3ccccc3)c(N)c12
  A: -2% | B: 56 | C: 21 | D: 13µM* | E: -30% | F: 3% | G: ?
Structure: COc1cc(C(=O)NCCOc2ccc(C)c(C)c2)cc(OC)c1OC
  A: -6% | B: . | C: 0 | D: -26% | E: ? | F: -4% | G: -19%
Structure: NC(=O)c1ccsc1NC(=O)CS(=O)(=O)c1ccc(Cl)cc1
  A: 8% | B: 6 | C: 0 | D: 12% | E: 62%[activator] | F: 8% | G: 10%
Structure: CN(C)S(=O)(=O)c1ccc(N2CCCC2)c(C(=O)NCC2CCCCC2)c1
  A: 1% | B: -17 | C: -1 | D: 8.9µM* | E: ? | F: 6% | G: 9.3µM*
Structure: COc1ccc(C2N(c3ccc(Cl)cc3)C(=O)C3CCCN32)cc1 (stereo unspecified)
  A: 7% | B: 30 | C: 10 | D: -2% | E: ? | F: 9% | G: .
Structure: COCCCNC(=O)c1ccc(-n2c(-c3ccccc3)cc3c2CCCCC3)cc1
  A: 1% | B: 103* | C: 23* | D: . | E: . | F: . | G: .
Structure: O=C(Nc1ccccc1)Nc1nnc(COc2ccccc2F)s1
  A: -7% | B: 13 | C: 1 | D: -12% | E: -2% | F: 1% | G: ?
Structure: CCOCCn1c(C(C)C)nc2ccccc21
  A: -12% | B: 30 | C: 6 | D: 1% | E: . | F: 11% | G: 13%
Structure: COc1ccccc1NC(=S)NC(C)C(c1cccs1)N1CCOCC1 (stereo unspecified)
  A: 1% | B: -2 | C: -4 | D: ? | E: ? | F: -2% | G: ?
Structure: Cc1ccc(NC(=O)CSCc2n[nH]c(=O)[nH]2)c(Br)c1
  A: 0% | B: -14 | C: 0 | D: 3% | E: 12% | F: -2% | G: 7%
Structure: Cc1ccn2cc(-c3cccc(S(=O)(=O)N4CCCC4)c3)nc2c1
  A: -3% | B: 98 | C: 19* | D: 11µM* | E: 15% | F: 2% | G: 9%
Structure: CC1=CC2=NC(=O)/C(=C\c3cn(C)c4ccccc34)C(=N)N2O1
  A: -1% | B: -20 | C: -5 | D: ? | E: ? | F: 1% | G: -17%
Structure: CCn1c2ccccc2c2cc(NC(=O)CSc3nnnn3-c3ccccc3)ccc21
  A: 4% | B: -4 | C: -1 | D: -15% | E: . | F: 1% | G: ?
Structure: O=C(c1cc(S(=O)(=O)N2CCCCC2)ccc1Cl)N1CCOCC1
  A: -4% | B: -7 | C: -2 | D: 10% | E: 12% | F: 4% | G: 27%
Structure: Cc1nc2ccccc2c2oc(C(=O)N3CCCC(C)C3)cc12 (stereo unspecified)
  A: 2% | B: 13 | C: 15* | D: 11% | E: 28% | F: 3% | G: -4%
Structure: O=C(CCCOc1ccc(Cl)cc1)NCCc1ccccc1
  A: -2% | B: -6 | C: -3 | D: 1% | E: -23% | F: 7% | G: 12%
Structure: O=C(Cc1ccccc1)Nc1ccc(NC(=O)c2cccs2)c(Cl)c1
  A: -3% | B: 9 | C: 14 | D: ? | E: -4% | F: 1% | G: 7%
Structure: Cc1nnc(NC(=O)CSc2nccn2-c2ccc(F)cc2)s1
  A: 3% | B: 59* | C: 44* | D: ? | E: ? | F: -1%[11.5 µM] | G: ?
Structure: CCOC(=O)c1sc2cccc(Cl)c2c1N
  A: 3% | B: 14 | C: 3 | D: -2% | E: 20% | F: -2% | G: -1%
Structure: CN1CCc2cc3c(c4c2C1Cc1ccccc1-4)OCO3 (stereo unspecified)
  A: 3% | B: . | C: 4 | D: -8% | E: 4% | F: -8% | G: 0%
Structure: CCOc1ccc(N2CC(O)Cn3c2nc2c3c(=O)n(CCCc3ccccc3)c(=O)n2C)cc1 (stereo unspecified)
  A: -11% | B: -15 | C: 0 | D: ? | E: 9% | F: 9% | G: ?
Structure: COc1ccc(NC(=O)Oc2ccccc2)cc1Cl
  A: -2% | B: 13 | C: 1 | D: 2% | E: 15µM* | F: 1% | G: 13%
Structure: O=C(Nc1cccc(Cl)c1)c1cc([N+](=O)[O-])ccc1N1CCN(CCO)CC1
  A: -4% | B: -5 | C: 6 | D: -20% | E: 3.3µM* | F: -1% | G: -12%
Structure: CCc1ccc(C(=O)Nc2cc(C)on2)o1
  A: 6% | B: 89* | C: 25 | D: 24% | E: 36%[activator] | F: -5% | G: 73%[activator]
Structure: C/C(=N\NC(=O)c1cccnc1)c1cccc([N+](=O)[O-])c1
  A: -4% | B: 47 | C: 11 | D: 25% | E: ? | F: 1% | G: 8%
Structure: COc1cc(Cl)c(S(=O)(=O)NCCCn2ccnc2)cc1Cl
  A: -4% | B: . | C: 1 | D: -13% | E: 2% | F: -2% | G: ?
Structure: Cc1cc(-c2nnc(-c3cccc(C(F)(F)F)c3)o2)no1
  A: 0% | B: 77* | C: 44* | D: 1% | E: 150%[activator] | F: -2% | G: 137%[activator]
Structure: Cc1nc2c(C(=O)O)cnn2c(C)c1Cc1ccccc1F
  A: -1% | B: -11 | C: -1 | D: 13% | E: 26% | F: -3% | G: 5%
Structure: CCOC(=O)N1CCN(C(=O)C2CC(=O)N(Cc3ccc(OC)cc3)C2)CC1 (stereo unspecified)
  A: 4% | B: 24 | C: -3 | D: -1% | E: . | F: 4% | G: 26%
Structure: O=S(=O)(Nc1ccc2c(c1)OCCO2)c1cccc2cccnc12
  A: 5% | B: -12 | C: 7 | D: 16% | E: 16% | F: 0% | G: ?
Structure: Cc1cc(-c2ccccc2)c(C#N)c(SCC(N)=O)n1
  A: 3% | B: 3 | C: 2 | D: ? | E: 21% | F: 2% | G: 12%
Structure: CC(=O)Nc1ccc(NC(=O)CSc2ncnn2-c2ccccc2)cc1
  A: -4% | B: -9 | C: 10 | D: 13% | E: 0% | F: -1% | G: -5%
Structure: Brc1ccc(/C=N/Nc2ccccc2)cc1
  A: -6% | B: 60* | C: 43* | D: 5% | E: -69% | F: 0% | G: 81%[activator]
Structure: COc1ccc(Nc2nc(N)c([N+](=O)[O-])c(NCCO)n2)cc1
  A: 3% | B: 35 | C: 11 | D: 0% | E: -27% | F: 5% | G: -25%
Structure: Cc1ccc(S(=O)(=O)Nc2ccccc2F)cc1C(=O)NNC(=O)c1csc(N2CCOCC2)n1
  A: 2% | B: . | C: . | D: 10% | E: 1% | F: . | G: ?
Structure: Cc1nnc(SCC(=O)N2c3ccccc3C(C)(c3ccc(Cl)cc3)CC2(C)C)s1 (stereo unspecified)
  A: 3% | B: -15 | C: -2 | D: ? | E: -3% | F: 2% | G: 10µM*
Structure: COc1ccc(NC(=O)CSCc2cc(=O)n3cc(C)sc3n2)cc1
  A: 3% | B: -2 | C: 10 | D: 18% | E: 41%[activator] | F: -9% | G: 11%
Structure: O=C(/C=C/c1ccc(Br)cc1)Nc1ccc(S(=O)(=O)Nc2ncccn2)cc1
  A: -4% | B: -25 | C: -5 | D: ? | E: 15% | F: 5% | G: -6%
Structure: COc1ccc(N2CCN(C(=O)c3sc4nc(-c5ccc(F)cc5)cn4c3C)CC2)cc1
  A: 0% | B: 8 | C: -5 | D: 8% | E: 25% | F: 2% | G: 26%
Structure: CCOC(=O)C(O)(CC(=O)c1ccc(Cl)cc1)C(=O)OCC
  A: -6% | B: 18 | C: 0 | D: 21% | E: 32%[activator] | F: -9% | G: ?

(more compounds)
Assay codes: A = Tb PYK inh; B = Shiga toxin inh; C = CHX counter; D = HCV inh; E = Pf growth 96h; F = LmPK inh; G = Pf growth 48h
Structure: CC1CCN(c2nc3c(c(=O)n(C)c(=O)n3C)n2CCSc2nc3ccccc3s2)CC1
  A: 3% | B: -9 | C: -2 | D: 11µM* | E: ? | F: 15% | G: .
Structure: Cc1ccc(NC(=O)CN2C(=O)N/C(=C/c3ccco3)C2=O)cc1
  A: -6% | B: 2 | C: 4 | D: 11% | E: 35%[activator] | F: -3% | G: 61%[activator]
Structure: Cc1cc(C)c(NC(=O)CO/N=C2\CCCc3nonc32)c(C)c1
  A: 6% | B: -17 | C: -4 | D: 10% | E: 2% | F: 1% | G: -3%
Structure: Cc1cc(C(=O)NC(=S)Nc2cccc(C(=O)O)c2C)ccc1[N+](=O)[O-]
  A: -13% | B: -2 | C: -2 | D: 12% | E: 17% | F: 5%[11.5 µM] | G: 13%
Structure: Cc1ccc(-c2cc(C(=O)N3CCc4ccccc4C3)[nH]n2)cc1C
  A: -11% | B: -6 | C: -2 | D: ? | E: -16% | F: -4% | G: 20%
Structure: O=[N+]([O-])c1ccc(C(O)C(CO)NC(=S)Nc2ccccc2)cc1 (stereo unspecified)
  A: -6% | B: 13 | C: -3 | D: -19% | E: ? | F: 0% | G: ?

Compounds from the list above that contain an NH in an aromatic ring, in the order listed:
Assay codes: A = Tb PYK inh; B = Shiga toxin inh; C = CHX counter; D = HCV inh; E = Pf growth 96h; F = LmPK inh; G = Pf growth 48h
Structure: Cc1ccc(NC(=O)CSCc2n[nH]c(=O)[nH]2)c(Br)c1
  A: 0% | B: -14 | C: 0 | D: 3% | E: 12% | F: -2% | G: 7%
Structure: Cc1ccc(-c2cc(C(=O)N3CCc4ccccc4C3)[nH]n2)cc1C
  A: -11% | B: -6 | C: -2 | D: ? | E: -16% | F: -4% | G: 20%
